# S1P4 agonist = S1P4 receptor agonists, primary screen, cell-based. Sphingosine 1-phosphate receptor 4 (Homo sapiens), O95977. S1P4-expressing cell line, agonist reporter assay. activation, % at 4.98 µM. actives 0.35% (n = 220,000); in the data active means activation above about 11%;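 further: 0% = DMSO vehicle and 100% = reference agonist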
# NPY1 pot ag = NPY-Y1 receptor potentiators or agonists, primary screen, cell-based; Neuropeptide Y receptor type 1 (Homo sapiens), P25929; NPY-Y1 expressing cells, potentiator/agonist activation; activation, % at 3.6 µM; actives 0.37% (n = 220,000); in the data active means activation above about 33%, passing the limit was not always enough;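 further: cells stimulated with NPY at EC10 then isoproterenol at EC100; 0% = low agonist plus stimulus and 100% = saturating agonist plus stimulus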
# Target sequence (P25929 whole entry, looked up): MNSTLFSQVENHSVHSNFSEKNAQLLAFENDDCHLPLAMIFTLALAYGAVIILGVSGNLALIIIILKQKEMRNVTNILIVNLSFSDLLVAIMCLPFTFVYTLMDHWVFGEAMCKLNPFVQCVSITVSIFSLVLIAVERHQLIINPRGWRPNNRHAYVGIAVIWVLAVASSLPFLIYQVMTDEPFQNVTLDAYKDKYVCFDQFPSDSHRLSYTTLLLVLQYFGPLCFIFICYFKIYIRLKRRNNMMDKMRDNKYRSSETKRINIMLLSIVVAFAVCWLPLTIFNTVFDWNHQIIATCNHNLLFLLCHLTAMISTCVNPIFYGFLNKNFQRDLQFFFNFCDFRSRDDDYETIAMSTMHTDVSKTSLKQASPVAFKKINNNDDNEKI
# zfTRPN1 agonist = zebrafish TRPN1 channel agonists, primary screen, cell-based, HEK293, calcium fluorescence. transient receptor potential cation channel N1 (TRPN1/NompC), Danio rerio. HEK293 zebrafish TRPN1-YFP, Fluo-8 calcium fluorescence; 100% = response to 87 µM carbachol. activation, % at 3 µM. actives 0.18% (n = 220,000). AID 1424, 2008;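 active means activation above its plate's cutoff, the mean activation of test wells on that plate plus 3 SD, cut at about 19% in these data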;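 further: 0% = DMSO alone and 100% = 87 µM carbachol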
#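 Assay system: Zebrafish TRPN1-YFP in HEK293 cells | Incubation: Dye loading 1 h at 37 °C, then 30 min room temperature | Measured by: Kinetic Fluo-8 fluorescence, ex 470-495, em 515-575 nm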
# CHOP inh = inhibitors of CHOP promoter induction, primary screen, cell-based, unfolded protein response, luciferase reporter; CHO-K1 CHOP-promoter luciferase, tunicamycin-induced, 15-18 h; inhibition, % at 10 µM; actives 3.8% (n = 220,000); AID 2732, 2010;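 active means compounds that reduced the stress-induced luciferase reporter signal by more than about 70% of percent inhibition, limit read from the data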;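 further: 0% = tunicamycin plus vehicle and 100% = wells without tunicamycin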
# NPY2 pot ag = NPY-Y2 potentiators or agonists, primary screen, cell-based; activation, % at 3.6 µM; Neuropeptide Y receptor type 2 (Homo sapiens), P49146; actives 0.45% (n = 220,000); cells expressing NPY-Y2, potentiator/agonist read-out; in the data active means activation above about 27%;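 further: cells stimulated with NPY near EC25 plus isoproterenol at EC100; 0% = vehicle plus submaximal agonist and 100% = vehicle plus saturating agonist; some results beyond the cut were filed as inactive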
# Target sequence (P49146 whole entry, looked up): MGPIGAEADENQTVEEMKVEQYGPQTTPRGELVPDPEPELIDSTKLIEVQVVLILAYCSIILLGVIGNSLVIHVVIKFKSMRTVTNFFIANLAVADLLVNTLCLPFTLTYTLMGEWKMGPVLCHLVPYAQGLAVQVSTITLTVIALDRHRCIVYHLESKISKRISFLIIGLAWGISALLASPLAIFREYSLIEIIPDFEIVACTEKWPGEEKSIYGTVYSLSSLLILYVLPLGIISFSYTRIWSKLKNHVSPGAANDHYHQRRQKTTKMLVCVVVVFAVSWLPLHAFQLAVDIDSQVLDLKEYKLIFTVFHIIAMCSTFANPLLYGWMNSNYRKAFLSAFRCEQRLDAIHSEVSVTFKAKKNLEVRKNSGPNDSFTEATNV
# EP2 mod = EP2 receptor modulators, cAMP readout, primary screen, cell-based, HTRF cAMP, PGE2 stimulation. Prostaglandin E2 receptor EP2 subtype (Homo sapiens), P43116. EP2-expressing cells, cAMP HTRF FRET, PGE2 co-stimulation. induction, % at 25 µM. actives 0.83% (n = 260,000);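 active means compounds whose cAMP rise, as percent of the full-agonist control response, exceeds 60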;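 further: rat C6 glioma line stably carrying human EP2 under a CMV promoter; the protocol text gives 20 µM as final concentration; 100% = response of wells given 1 µM PGE2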
# S1P4 antag = S1P4 receptor antagonists, primary screen, cell-based | Sphingosine 1-phosphate receptor 4 (Homo sapiens), O95977 | S1P4-expressing cells, antagonist mode, reporter read-out | inhibition, % at 4.98 µM | actives 0.26% (n = 220,000) | AID 1510, 2009; in the data active means inhibition above about 29%;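 further: 0% = wells stimulated with agonist and 100% = vehicle wells without agonist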
# NPY-Y1 antag = NPY-Y1 receptor antagonists, primary screen, cell-based. actives 1% (n = 200,000). HEK293-CNG Y1 cells, membrane potential fluorescence; NPY at EC95, then isoproterenol. Neuropeptide Y receptor type 1 (Homo sapiens), P25929. inhibition, % at 3.6 µM;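 active means inhibition above the campaign mean inhibition of all tested compounds plus 3 SD, cut at about 20% in these data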;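 further: 0% = DMSO wells given NPY plus isoproterenol and 100% = isoproterenol alone without NPY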
#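 Assay system: HEK293 cells with Y1 receptor plus CNG channel | Probe or stimulus: NPY (25 nM), isoproterenol (1 µM), Ro 20-1724 (25 µM) | Timing: Compound incubation 1 h at room temperature, readout 45 min post-stimulation | Measured by: Membrane-potential fluorescent dye readout | Benchmarks: High control isoproterenol alone, low control NPY with isoproterenol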
# TRPML3 agonist = human TRPML3 channel agonists, primary screen, cell-based, HEK293 TRPML3-YFP, Fluo-8 calcium fluorescence, 3 µM; Mucolipin-3 (Homo sapiens), Q8TDD5; 100% = the carbachol control signal; activation, % at 3 µM; actives 0.29% (n = 220,000);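 active means activation above its plate's cutoff, the mean activation of the plate's test wells plus 3 SD, cut at about 12% in these data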;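 further: 0% = DMSO only wells and 100% = carbachol wells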
#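 Test system – HEK293 line with stable expression of human TRPML3-YFP channel · Control set – carbachol 87 µM final as high control (100%), DMSO as low control (0%) · Signal – Fluo-8 calcium dye fluorescence, ex 470-495, em 515-575 nm · Incubation – 1-h 37 °C dye load, 5-s basal, 120-s post-compound reads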
# * = called active by the depositor; . = no result given; & = joins results of further samples.
SMILES	S1P4 agonist	NPY1 pot ag	zfTRPN1 agonist	CHOP inh	NPY2 pot ag	EP2 mod	S1P4 antag	NPY-Y1 antag	TRPML3 agonist
CCOc1ccccc1NC(=O)NCc1ccccc1F	0.3	1	-0.6	8	-2	-10	-25	3	-0.1
COCCNC(=O)C(C)OC(=O)c1nsc(Cl)c1Cl (stereo not drawn)	2.1	5	-1.2	15	-14	23	-17	-1	0.7
NC(=O)c1ccc(NC(=O)COC(=O)c2c3c(nc4ccccc24)/C(=C\c2ccc4c(c2)OCO4)CCC3)cc1	-1.9	6	42*	27	4	-12	-1	1	29*
CCN(CC)C(=O)c1cc(C(C)(C)C)c(O)c(C(C)(C)C)c1	-0.3	-16	-0.1	16	7	19	-19	1	0.3
CCC(C#CCN1CCOCC1)(CC)OCCC#N	-0.4	-16	0.2	12	-10	13	2	-3	1.0
CCn1ccnc1CNCc1ccc(OCC(O)CN(C)Cc2ccccc2)cc1 (stereo not drawn)	0.6	-1	1.9	8	-3	-19	2	2	1.2
CC(Oc1ccc(Cl)cc1Cl)C(=O)Nc1ccc(O)cc1 (stereo not drawn)	-0.5	-11	-0.3	17	4	-25	6	-2	-0.2
COCCN1C(=O)N(c2cccc(C)c2)C(=O)C1CC(=O)Nc1ccc(F)cc1 (stereo not drawn)	-1.9	4	1.6	-6	3	12	-9	-7	0.5
C#CCOCCOCCOCCNc1nc(N2CCN(C(=O)C(Cc3ccc(O)cc3)n3cc(C(N)CC(C)C)nn3)CC2)nc(N2CCN(C(=O)C(Cc3cc4ccccc4[nH]3)n3cc(C(N)Cc4ccc(O)cc4)nn3)CC2)n1 (stereo not drawn)	2.4	10	-0.3	-7	14	14	12	3	-0.1
CCOCCCNC(=O)Cn1nc(-c2ccccc2)ccc1=O	2.2	-3	-1.2	-15	0	12	-13	6	0.6
NC1=NC(=O)C(CC(=O)Nc2ccc3c(c2)OCO3)S1 (stereo not drawn)	1.0	-1	-0.7	4	-3	21	-20	4	0.2
C=Cn1c(C(=O)O)ccc1-c1ccc(CC)cc1	0.0	-22	0.9	-31	-37	-13	11	.	0.6
Cc1nnc(C)n1N1C(=O)c2cccc3cccc(c23)C1=O	-0.1	2	0.4	0	7	-84	5	4	0.4
c1ccc(CCCc2nc(-c3ccccn3)no2)cc1	-0.7	-39	0.2	-3	9	-8	-15	2	-0.2
CCn1cc(/C=C/C(=O)Nc2ccn(Cc3c(F)c(F)cc(F)c3F)n2)cn1	-0.5	-2	1.3	13	0	-22	-4	3	0.4
Fc1ccccc1Cc1noc(CN(Cc2ccccn2)CC2CCCO2)n1 (stereo not drawn)	0.3	9	0.8	12	3	3	6	3	0.8
COc1ccc(S(=O)(=O)N(CCC(N)=O)Cc2ccco2)cc1OC	0.1	3	-0.1	11	-8	-5	-11	.	0.9
Cc1cc(C)nc(/N=C2\NC(=O)CC(C(=O)O)N2c2ccc(C)c(C)c2)n1 (stereo not drawn)	2.1	13	1.4	-8	-1	-3	7	2	0.5
COCCN1C(=O)c2cc(C(=O)Nc3ccc(C)c(F)c3)ccc2C1Nc1ccc(C)c(F)c1 (stereo not drawn)	-0.5	-28	-0.5	46	-8	3	3	1	0.7
CCN(C(=O)COC(=O)CNC(=O)c1ccc(F)cc1)C1CCS(=O)(=O)C1 (stereo not drawn)	1.2	-3	0.2	-2	-9	21	-18	-5	1.8
Nc1c(C(=O)NCc2ccccc2)nnn1Cc1ccccc1	-0.2	3	-0.3	13	4	7	-11	-2	-0.3
COc1cc(C(=O)N2CCN(C(=O)CC(C)C)CC2)cc(OC)c1OC	-0.8	-2	-1.3	9	-2	38	-14	6	1.1
Cc1ccc(S(=O)(=O)N2CCOCC2)cc1NC(=O)c1cccc(S(=O)(=O)N2CCCC2)c1	-0.9	15	3.2	7	3	-9	0	-6	1.1
CCCN(CCC)C(=O)Cn1c(=O)c2ccccc2n2c(=S)sc(-c3ccccc3C)c12	1.2	-12	-1.6	3	-10	30	-16	0	0.4

# (continued)
mol	S1P4 agonist	NPY1 pot ag	zfTRPN1 agonist	CHOP inh	NPY2 pot ag	EP2 mod	S1P4 antag	NPY-Y1 antag	TRPML3 agonist
O=C(NCCCN1CCOCC1)[C@@H]1CSC2c3ccccc3C(=O)N21 (stereo partly drawn)	0.1	9	1.8	-20	7	18	-6	-6	0.6
COc1ccccc1OCc1nnc(SCCN2CCOCC2)o1	0.6	3	-0.1	33	1	11	1	3	0.3
COC(=O)Cn1c(C)nc2c(sc3nc(C)cc(C)c32)c1=O	-0.1	3	0.9	-6	-9	21	6	-4	-0.4
CCS(=O)(=O)N1CCN(C(=O)c2ccc(-c3ccccc3)cc2)CC1	2.4	6	-0.1	27	-2	-41	-7	0	0.6
Cc1nc2ccc(NC(=O)/C=C/C(=O)O)cc2nc1C	-1.4	-9	1.1	12	7	10	6	-4	0.1
C/C(=N\NC(=O)c1cc(C)nc2ccccc12)c1cccs1	0.1	8	2.2	17	6	-12	-5	.	0.9
COc1cc(OC)cc(C(=O)OCCNC(=O)Cn2cnc3c2c(=O)n(C)c(=O)n3C)c1	-0.7	9	0.6	0	3	-13	-2	-4	1.4
CCOc1ccc(C(=O)NCCCN2CCOCC2)cc1OCC	-1.9	-12	-1.2	10	-4	-24	-4	3	0.3
N/C(Cc1cccs1)=N\OC(=O)COc1ccc(Br)cc1	-1.9	-50	-2.4	56	2	42	6	9	-0.2
CC(c1ccco1)N(C(=O)COc1ccc(Cl)cc1)c1ccccn1 (stereo not drawn)	-4.9	-4	-1.0	-32	-4	5	-20	2	-0.1

# Already shown: entries from further up.
mol	S1P4 agonist	NPY1 pot ag	zfTRPN1 agonist	CHOP inh	NPY2 pot ag	EP2 mod	S1P4 antag	NPY-Y1 antag	TRPML3 agonist
N/C(Cc1cccs1)=N\OC(=O)COc1ccc(Br)cc1	-1.9	-50	-2.4	56	2	42	6	9	-0.2
CC(c1ccco1)N(C(=O)COc1ccc(Cl)cc1)c1ccccn1 (stereo not drawn)	-4.9	-4	-1.0	-32	-4	5	-20	2	-0.1

# Next part.
mol	S1P4 agonist	NPY1 pot ag	zfTRPN1 agonist	CHOP inh	NPY2 pot ag	EP2 mod	S1P4 antag	NPY-Y1 antag	TRPML3 agonist
COc1ccc(N(C(=O)c2ccccc2OC)C2C=CS(=O)(=O)C2)c(OC)c1 (stereo not drawn)	-0.1	-10	0.9	-11	2	0	-7	1	0.4
Cn1c(SCC(=O)N=Nc2c(O)[nH]c3ccccc23)nc2ccccc21	-0.9	-21	-0.5	18	5	0	-4	11	0.3
Cc1ccc(-c2ccc(/C=N\NC(=O)C3C(=O)NCC3c3ccccc3)o2)cc1Cl (stereo not drawn)	-4.4	-9	-1.1	52	-20	-13	-14	0	-0.4
COc1cccc(CCc2nnc(CCC(=O)N3CCN(Cc4ccccn4)CC3)o2)c1	1.1	1	1.0	19	1	14	0	1	0.2
O=C(/C=C/c1ccccn1)c1cc(Br)ccc1O	-0.4	-14	-2.4	-5	-3	-49	8	.	-1.0
CC(C)(C)c1ccc(NC(=O)COC(=O)CCN2C(=O)c3cccc([N+](=O)[O-])c3C2=O)cc1	1.4	4	-1.4	21	8	-8	-7	-5	0.2
CCN(CC)S(=O)(=O)c1ccc(N2CCCC2)c(C(=O)Nc2ccc(OC)c(Cl)c2)c1	-1.5	2	1.4	31	2	-45	1	6	0.8
O=C(NCc1ccco1)C(c1ccco1)N(Cc1cccs1)C(=O)Cn1nnc2ccccc21 (stereo not drawn)	-0.8	-16	-1.3	-2	4	28	15	1	-1.2
O=C(C1CCCN(S(=O)(=O)c2cnc[nH]2)C1)N(CCc1ccccc1)Cc1ccccc1 (stereo not drawn)	-0.1	-4	-0.8	-16	-4	2	-32	2	-0.9
Cc1cccc2nc(CSCc3ccco3)cn12	1.0	1	0.0	19	6	26	7	0	-0.6

# Some of these compounds in order of the S1P4 agonist value, descending:
SMILES | S1P4 agonist
CC(C)(C)c1ccc(NC(=O)COC(=O)CCN2C(=O)c3cccc([N+](=O)[O-])c3C2=O)cc1 | 1.4
Cc1cccc2nc(CSCc3ccco3)cn12 | 1.0
O=C(C1CCCN(S(=O)(=O)c2cnc[nH]2)C1)N(CCc1ccccc1)Cc1ccccc1 (stereo not drawn) | -0.1
O=C(/C=C/c1ccccn1)c1cc(Br)ccc1O | -0.4
Cn1c(SCC(=O)N=Nc2c(O)[nH]c3ccccc23)nc2ccccc21 | -0.9
Cc1ccc(-c2ccc(/C=N\NC(=O)C3C(=O)NCC3c3ccccc3)o2)cc1Cl (stereo not drawn) | -4.4

# The list continues.
mol	S1P4 agonist	NPY1 pot ag	zfTRPN1 agonist	CHOP inh	NPY2 pot ag	EP2 mod	S1P4 antag	NPY-Y1 antag	TRPML3 agonist
CCc1c(C)nn(C(=O)/C(C#N)=C\N(C)C)c1C	0.7	3	0.3	9	-4	17	-10	-2	1.0
Cc1ccc(S(=O)(=O)NCCOc2nc(N(C)C)nc(N(C)C)n2)cc1	-0.3	-4	-1.9	-2	-7	24	2	.	-0.5
CCC(CC)c1nnc(NC(=O)C2CCCO2)s1 (stereo not drawn)	0.9	-5	1.2	-6	-10	2&-10	-26	3	0.7
CCCCn1c(-c2ccco2)nc2oc3ccccc3c(=O)c2c1=O	-0.4	21	-1.5	-4	17	10	-17	.	-0.3
O=C(c1cc(-c2cccnc2)nc2ccc(Br)cc12)N1CCC2(CC1)OCCO2	0.2	1	-1.0	.	-2	.	5	1	1.8
Cc1ccc(N=C2NC(=O)/C(=C/c3cccn3C)S2)cc1	-1.2	18	-0.5	5	4	-32	-4	.	0.0
CC(=O)NCCCC(=O)NNC1CC(=O)N(c2cccc(Cl)c2)C1=O (stereo not drawn)	-1.9	0	0.6	-10	-5	-25	-22	.	0.2
O=C(CN(C(=O)CCC(=O)Nc1nccs1)c1ccc2c(c1)OCCO2)NCc1ccco1	-0.9	12	-0.8	26	7	25	-17	2	0.9

# Screens: PubChem BioAssay, several laboratories
